LmPK inh = qHTS Assay for Inhibitors of Leishmania Mexicana Pyruvate Kinase (LmPK) | Q27686 | purified LmPK, Kinase-Glo ATP luminescence, 1 h | Potency, µM (titrated, usually from 57.5 µM), for inactives: at the highest dose activity change, negative = inhibition, most hits filed as inhibitors | hit rate 0.37% among 290,000 | AID 1721, 2009; further: potency means the concentration at half of the fitted maximal effect
Target sequence (Q27686 whole entry, looked up): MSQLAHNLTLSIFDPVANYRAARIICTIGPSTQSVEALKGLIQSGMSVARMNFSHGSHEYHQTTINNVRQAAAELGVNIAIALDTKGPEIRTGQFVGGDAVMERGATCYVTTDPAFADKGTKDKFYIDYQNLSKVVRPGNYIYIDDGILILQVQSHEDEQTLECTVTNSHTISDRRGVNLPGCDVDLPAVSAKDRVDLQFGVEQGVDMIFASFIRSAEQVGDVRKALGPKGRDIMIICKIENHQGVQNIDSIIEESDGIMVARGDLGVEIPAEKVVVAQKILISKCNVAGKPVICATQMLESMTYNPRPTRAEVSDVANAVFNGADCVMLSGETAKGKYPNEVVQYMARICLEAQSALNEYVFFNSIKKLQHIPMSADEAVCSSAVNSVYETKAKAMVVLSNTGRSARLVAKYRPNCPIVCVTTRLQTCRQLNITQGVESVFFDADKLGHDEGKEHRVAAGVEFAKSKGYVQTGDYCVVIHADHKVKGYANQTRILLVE
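Screened at intermediate enzyme activity to detect both inhibitors and activators: LmPK at 0.1 nM, with a 0.5 nM enzyme column as activation reference. PEP 0.5 mM, ADP 0.1 mM; ATP detected by luminescence after 1 h.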
HCV inh = qHTS Assay for Inhibitors of Hepatitis C Virus (HCV) | Huh7.5.1 HCVcc-Cre infection, luciferase reporter, 44 h | Potency, µM (highest dose often 41.8 µM), inactives show at the highest dose activity change, negative = inhibition, hits mostly inhibitors | hit rate 3.4% among 340,000 | AID 651820, 2012; further: potency means the concentration at half of the fitted maximal effect
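Reporter virus HCVcc-Cre (~0.5 moi) infects cells exposed to compound; seeding density 1,000 cells/well with 4 h settling beforehand. Luminescence, 15 sec read, taken 44 h post-infection following a 15 min RT substrate incubation.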
AmpC inh no detg = qHTS Inhibitors of AmpC Beta-Lactamase (assay without detergent) | P00811 | AmpC nitrocefin hydrolysis, absorbance 480 nm, 0.0001% Triton | Potency, µM (doses to about 57.1 µM), for inactives: top-dose activity change, negative = inhibition, usual class: inhibitors | hit rate 0.52% among 330,000 | AID 485341, 2010;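 further: potency means the concentration at half of the fitted maximal effect; plate controls were no compound for no effect and no enzyme for full effect; nearly all actives have a fitted effect of over 20% in size; some results filed as inactive show a strong effect at the top dose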
Target sequence (P00811 whole entry, looked up): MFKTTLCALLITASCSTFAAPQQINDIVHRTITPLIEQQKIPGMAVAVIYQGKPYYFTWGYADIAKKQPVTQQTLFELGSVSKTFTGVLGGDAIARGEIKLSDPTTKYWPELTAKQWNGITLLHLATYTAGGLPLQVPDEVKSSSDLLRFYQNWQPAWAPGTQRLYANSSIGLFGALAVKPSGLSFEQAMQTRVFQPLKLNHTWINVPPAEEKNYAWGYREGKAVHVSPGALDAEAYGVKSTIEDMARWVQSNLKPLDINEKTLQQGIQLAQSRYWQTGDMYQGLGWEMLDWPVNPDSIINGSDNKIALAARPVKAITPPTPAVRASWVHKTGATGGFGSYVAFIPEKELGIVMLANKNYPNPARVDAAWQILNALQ
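20 mM phosphate pH 7.0 + 0.01% (detergent screen) or 0.0001% Triton X-100; 5.3 nM AmpC reagent; cpd preinc 15 min RT; nitrocefin (800 uM stock) to start; A480 q20 s × 4 min; Activity was normalised to no-enzyme and no-compound control wells.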
AMA1-RON2 inh = qHTS for Inhibitors of AMA1-RON; Towards Development of Antimalarial Drug Lead: Primary Screen; Plasmodium falciparum AMA1 (3D7) - RON2 peptide interaction; AlphaScreen AMA1-biotinylated RON2 peptide binding; Potency, µM (top dose mostly 58.2 µM), for inactives: top-dose activity change, negative = inhibition, actives largely listed as inhibitors; hit rate 0.2% among 360,000; AID 720542, 2013;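 further: potency means the concentration at half of the fitted maximal effect; 0% = vehicle wells and -100% = peptide control; nearly all actives have a fitted effect of over 45% in size; some results filed as inactive show a strong effect at the top dose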
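AMA1 (3D7) with his tag at 25 nM final met compounds first, then biotinylated RON2 peptide at 25 nM; detection used donor plus acceptor beads, 10 µg/mL apiece, read by AlphaScreen after 30 min at room temperature.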
Tb PYK inh = qHTS of Trypanosoma Brucei Inhibitors; hit rate 0.12% among 410,000; Potency, µM (highest dose often 76.8 µM), for inactives: top-dose activity, negative = inhibition, most hits filed as inhibitors; TbPYK enzyme, Kinase-Glo Plus ATP luminescence, 45 min; pyruvate kinase (Trypanosoma brucei), Q57TT1; further: potency means the concentration at half of the fitted maximal effect; nearly all actives have a fitted effect of over 50% in size
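Assay buffer: 50 mM TEA pH 7.2, 100 mM KCl, 10 mM MgCl2, 0.05% BSA, 0.01% Tween-20. Pyruvate kinase from T. brucei plus substrate met compound, then ADP (130 uM final). Luminescence was read post 45 min RT.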
HCMV antiviral = qHTS Assay for inhibitors of the human cytomegalovirus (HCMV); HFF cells, HCMV-luciferase reporter, 72 h; active compounds read low; activity change, negative = inhibition, % at 57.5 µM; hit rate 4.5% among 410,000; AID 1259415, 2018; in the data active means activity change below about -60%; inconclusive means no clear call, values can overlap the other calls; inactive means above about -39%
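Cell-based, HFFs, 1000 cells/well, 16 h 37C; cpds in DMSO + HCMV-luc, MOI 1 PFU/cell; 72 h 37C; OneGlo luminescence after 5 min RT; norm. to buffer vs Salinomycin 10uM.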
AmpC inh detg = qHTS Inhibitors of AmpC Beta-Lactamase (assay with detergent); P00811; AmpC hydrolysis of nitrocefin, absorbance 480 nm, 0.01% Triton; Potency, µM (series often up to 114 µM), inactives show at the highest dose activity change, negative = inhibition, actives largely listed as inhibitors; hit rate 0.041% among 370,000;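 further: potency means the concentration at half of the fitted maximal effect; 0% = no-compound wells and -100% = no-enzyme wells; nearly all actives have a fitted effect of over 25% in size; some results filed as inactive show a strong effect at the top dose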
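AmpC (5.3 nM in the dispensed reagent) in 20 mM phosphate pH 7.0 with 0.01% (detergent screen) or 0.0001% Triton X-100 was preincubated with compounds for 15 min at room temperature. Nitrocefin was then added from an 800 uM solution, and hydrolysis was followed at 480 nm.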
* = called active by the depositor; [ ] = remark or other dose. Unless noted, the call rests on the fitted dose curve; in most records, active means well fitted curve in the direction sought with a large enough effect; inconclusive means small, poorly fitted or top-dose-only effect, or another doubt; inactive means no such curve, though single readings can be large; an effect the other way counts as inactive or inconclusive. Unless noted, on the % scale 0 is the no-effect control and ±100 the full control effect.

Cc1ccc(C)c(NC(=O)C(c2ccccc2)N2CCN(CC(=O)N3CCOCC3)CC2)c1 (configuration not stated) was read as HCV inh 1%, AmpC inh no detg 49%, AMA1-RON2 inh 13%, Tb PYK inh 0% and HCMV antiviral -25.
Screening O=C(CSc1nc(=O)n(Cc2ccncc2)c2c1CCC2)Nc1ccc(F)cc1F returned Tb PYK inh -5%, HCMV antiviral 20 and AmpC inh detg 6%.
For N#CCCN(C(=O)CN1CCN(S(=O)(=O)c2ccc3c(c2)OCCO3)CC1)c1ccc(F)cc1 the results were HCV inh inconclusive, AmpC inh no detg 121%[activator], AMA1-RON2 inh -8%[11.6 µM], Tb PYK inh -9%, HCMV antiviral -34 and AmpC inh detg 4%.
`COc1ccccc1C(=O)N1c2ncnn2C2(CCCCC2)[C@@H]2CCCC[C@@H]21` gave Tb PYK inh -4%, HCMV antiviral -5 and AmpC inh detg 19%.
`COc1ccc(NS(=O)(=O)c2cc(NC(=O)c3ccc(=O)[nH]c3)ccc2N2CCCC2)cc1` gave LmPK inh 0%, HCV inh inconclusive, AmpC inh no detg 56%, AMA1-RON2 inh 0%, Tb PYK inh -4%, HCMV antiviral -74* and AmpC inh detg -4%.
NCC(c1ccc(Cl)cc1Cl)c1c[nH]c2ccccc12 (configuration not stated) was read as LmPK inh -1%, HCV inh inconclusive, AmpC inh no detg 1%, AMA1-RON2 inh -22%, Tb PYK inh -5%, HCMV antiviral 66 and AmpC inh detg -9%.
O=C(NCc1ccc2c(c1)CCN2C(=O)c1ccc(F)cc1)c1cc2ccccc2[nH]1 was read as Tb PYK inh 3%, HCMV antiviral 21 and AmpC inh detg 11%.
For COC(=O)CNc1cccc(C(F)(F)F)c1 the results were LmPK inh -4%, HCV inh 20%, AmpC inh no detg -16%, AMA1-RON2 inh -5%, Tb PYK inh -2%, HCMV antiviral -5 and AmpC inh detg 5%.
Screening Cc1nnc(SCC(=O)Nc2nccs2)s1 returned LmPK inh 3%, HCV inh 8%, AmpC inh no detg -6%, AMA1-RON2 inh -15%, Tb PYK inh -8%, HCMV antiviral -4 and AmpC inh detg inconclusive.
Screening CCN=C1SC(C(N)=O)CC(=O)N1CC (configuration not stated) returned LmPK inh 1%, HCV inh 12%, AmpC inh no detg -5%, AMA1-RON2 inh 0%, Tb PYK inh 5%, HCMV antiviral -15 and AmpC inh detg -13%.
COc1ccc(CCN(C)C2CCCN(S(=O)(=O)c3ccccc3F)C2)cc1OC (configuration not stated) was read as LmPK inh -8%, HCV inh -4%, AmpC inh no detg 47%, AMA1-RON2 inh -6%, Tb PYK inh -3%, HCMV antiviral 5 and AmpC inh detg -18%.
`Cc1cc(C)cc(-n2nnnc2SCC(=O)Nc2nc(-c3ccc(F)cc3)cs2)c1` gave LmPK inh -4%, HCV inh inconclusive, AmpC inh no detg -18%, AMA1-RON2 inh 0%, Tb PYK inh 1%, HCMV antiviral 4 and AmpC inh detg -8%.
For O=C(NCCN1CCC(n2c(=O)[nH]c3ccccc32)CC1)c1ccc(F)c(C(F)(F)F)c1 the results were AMA1-RON2 inh -3%, Tb PYK inh -1% and HCMV antiviral -5.
Screening CN(c1ccccc1)S(=O)(=O)c1ccc(C(=O)OCC(=O)NCc2ccco2)cc1 returned LmPK inh -11%, HCV inh 22%, AmpC inh no detg -32%, AMA1-RON2 inh -2%, Tb PYK inh -6%, HCMV antiviral -1 and AmpC inh detg inconclusive.
For CN(CCc1cnn(C)c1)C(=O)C1CCC(=O)N(CC2CCCCC2)C1 (configuration not stated) the results were LmPK inh 1%, HCV inh 5%, AmpC inh no detg -11%, AMA1-RON2 inh 0%, Tb PYK inh -7%, HCMV antiviral -3 and AmpC inh detg inconclusive.
Cc1ccc2nc(C3CCN(CC(=O)N4CCCCCC4)CC3)[nH]c2c1 was read as LmPK inh 3%, HCV inh 12%, AmpC inh no detg inconclusive, AMA1-RON2 inh -1%, Tb PYK inh 5%, HCMV antiviral 1 and AmpC inh detg inconclusive.
`Cc1ccccc1-n1nc(C(=O)O)c(C)c(C#N)c1=O` gave LmPK inh 4%, HCV inh 10%, AmpC inh no detg -12%, AMA1-RON2 inh 58%[activator], Tb PYK inh -7%, HCMV antiviral 6 and AmpC inh detg inconclusive.
For CCOc1ccc(C(C(=O)NCC2CCCO2)N(Cc2cccnc2)C(=O)c2snc(C(N)=O)c2N)cc1 (configuration not stated) the results were LmPK inh 1%, HCV inh 10%, AmpC inh no detg 12%, AMA1-RON2 inh -1%, Tb PYK inh 0%, HCMV antiviral -23 and AmpC inh detg -8%.
Screening CCOc1cc(N2CCOCC2)c(OCC)cc1NC(=O)C(NC(=O)c1ccco1)C(C)C (configuration not stated) returned LmPK inh 18%, HCV inh 2%, AmpC inh no detg -1%, AMA1-RON2 inh -9%, Tb PYK inh -5%, HCMV antiviral 60 and AmpC inh detg -12%.
`Cc1ccc(NC(=O)CSc2nc3ccccc3c3nc(CCn4c(C)nc5ccccc54)nn23)cc1F` gave Tb PYK inh 2%, HCMV antiviral -11 and AmpC inh detg -4%.
`NC1=NC(=O)C2(COC(c3ccncc3)OC2)S1` (configuration not stated) gave LmPK inh -6%, HCV inh -5%, AmpC inh no detg -13%, AMA1-RON2 inh -16%, Tb PYK inh 5%, HCMV antiviral -1 and AmpC inh detg 3%.
OC1(c2ccccc2F)CCN(Cc2nnc(-c3ccccc3)o2)CC1 was read as LmPK inh -2%, HCV inh -7%, AmpC inh no detg 7%, AMA1-RON2 inh 2%, Tb PYK inh 0%, HCMV antiviral 48 and AmpC inh detg -4%.
`CN1CC2([N+](=O)[O-])CC=C(Cl)C([N+](=O)[O-])(C1)C2` (configuration not stated) gave LmPK inh -2%, HCV inh 0%, AmpC inh no detg -9%, AMA1-RON2 inh 23%, Tb PYK inh -7%, HCMV antiviral 82 and AmpC inh detg -4%.
N#CCC(=O)Nn1c(=S)[nH]c2ccccc2c1=O was read as LmPK inh -12%, HCV inh 13%, AmpC inh no detg -36%, AMA1-RON2 inh 88%[activator], Tb PYK inh -2%, HCMV antiviral inconclusive and AmpC inh detg -12%.
Screening CCOc1cc(/C=C2/C(=N)N3C(=NC2=O)SN=C3S(=O)(=O)CC)ccc1OC(=O)c1ccco1 returned LmPK inh -11%, HCV inh 9%, AmpC inh no detg -46%, AMA1-RON2 inh -11%, Tb PYK inh -24%, HCMV antiviral -14 and AmpC inh detg -8%.
Screening Clc1cccc(C2NCc3ccccc3-n3cccc32)c1 (configuration not stated) returned LmPK inh -2%, HCV inh 3%, AmpC inh no detg 3%, AMA1-RON2 inh -18%, Tb PYK inh 1%, HCMV antiviral 14 and AmpC inh detg 11%.
For CCCn1nc(C(=O)OCC(=O)c2ccc3c(c2)NC(=O)CO3)c2ccccc2c1=O the results were LmPK inh 1%, HCV inh 9%, AmpC inh no detg -24%, AMA1-RON2 inh -2%, Tb PYK inh 1%, HCMV antiviral -4 and AmpC inh detg 3%.
`CC(NC(=O)C1CC1)c1ccc(-c2ccccc2)cc1` (configuration not stated) gave LmPK inh 0%, HCV inh -13%, AmpC inh no detg -11%, AMA1-RON2 inh -10%, Tb PYK inh 2%, HCMV antiviral -5 and AmpC inh detg 1%.
Screening Cc1cccc(Cn2c(-c3ccc[nH]c3=O)nc3ccccc32)c1 returned LmPK inh 1%, HCV inh 10%, AmpC inh no detg 2%, AMA1-RON2 inh -17%, Tb PYK inh 1%, HCMV antiviral inconclusive and AmpC inh detg -6%.
For Cc1ccc2c(Cl)c(C)c(N3CCCC3)nc2n1 the results were LmPK inh -3%, HCV inh inconclusive, AmpC inh no detg 18%, AMA1-RON2 inh 11%, Tb PYK inh -6%, HCMV antiviral inconclusive and AmpC inh detg -5%.
`Cc1cccc(C(=O)Nc2nccs2)c1[N+](=O)[O-]` gave LmPK inh -1%, HCV inh 16%, AmpC inh no detg -8%, AMA1-RON2 inh 10%, Tb PYK inh -8%, HCMV antiviral -26 and AmpC inh detg 3%.
`COc1cc2c(C)nc(C)c(C#N)c2cc1OC` gave LmPK inh 3%, HCV inh -4%, AmpC inh no detg -23%, AMA1-RON2 inh -21%, Tb PYK inh 0%, HCMV antiviral 10 and AmpC inh detg -6%.
For Cc1cccc(C(O)(C(=O)NNC(=O)CN2CCN(C)CC2)c2cccc(C)c2)c1 the results were LmPK inh 2%, HCV inh 18%, AmpC inh no detg -15%, AMA1-RON2 inh 23%, Tb PYK inh 7%, HCMV antiviral 5 and AmpC inh detg -8%.
`CCCCc1ccc(NC(=O)Nc2cc(C)nn2C)cc1` gave LmPK inh -6%, HCV inh inconclusive, AmpC inh no detg 18%, AMA1-RON2 inh -6%, Tb PYK inh -4% and AmpC inh detg 2%.

Screening data as filed in PubChem BioAssay.
